# From PubChem
# SRC3 TRFRET art = TR-FRET artefact, counter-screen to PPARgamma/SRC-3 agonist assay | TR-FRET ratio at 8 µM | AID 1048 | 0.39% of 99,000 active | PPARgamma/SRC-3 format; stronger effect = higher value; in the data active = TR-FRET ratio above about 2000; note: inactives centre near 1600; reference of the scale not given here
# SRC1 TRFRET art = flags TR-FRET format artefacts in PPARgamma SRC-1 recruitment agonist screen; 0.34% of 99,000 active; TR-FRET ratio at 8 µM; TR-FRET detection artefact counter-screen, emission ratio; stronger effect = higher value; AID 1051; in the data active = TR-FRET ratio above about 2300; note: inactives centre near 1800; reference of the scale not given here
# An asterisk follows results filed as active. These rows are one share of the data, so the mix of outcomes need not match the whole.
SMILES,SRC3 TRFRET art,SRC1 TRFRET art
COCCCNCCOc1ccccc1-c1ccccc1,1863,1724
CC(C)N(C(=S)NC1CCCCC1)c1ccccc1,1598,1955
O=C(c1ccc(Cn2c(=S)[nH]c3cc4c(cc3c2=O)OCO4)cc1)N1CCN(c2ccccc2)CC1,1780,2110
CCOC(=O)N1CCN(C(=O)c2ccc3nc4ccsc4c(=O)n3c2)CC1,1864,1768
Cc1ccc(-n2ncc3c(NNC(=O)Cc4ccccc4)ncnc32)cc1,1626,1958
NC(=O)Cc1ccc(Nc2nnc(-c3ccc(O)cc3)c3ccccc23)cc1,1622,1673
O=C(COC(=O)CNC(=O)c1ccc(Cl)cc1)Nc1ccc(Cl)cc1C(F)(F)F,1651,1795
Cc1ccc(CN2CCN(Cc3cccc(-n4cccn4)c3)CC2CCO)cc1 (stereo unspecified),1547,1640
Cc1ccccc1NC(=S)N(Cc1cccs1)C1CCCCC1,1496,1964
COCCCNC(=O)Cn1cnc2sc(C)c(S(=O)(=O)N3CCN(c4ncccn4)CC3)c2c1=O,1755,1752
CCn1cc(C(=O)N2CCN(c3ccc([N+](=O)[O-])cc3)CC2)c(=O)c2ccc(C)nc21,1695,1799
O=C1N/C(=C/c2ccsc2)C(=O)N1c1ccccc1,1473,1792
CC(=O)c1cccc(NC(=S)NC(=O)Cc2ccccc2)c1,1582,1620
CSc1ccc(C2c3[nH]c4ccccc4c3CCN2C(=O)c2ccnn2C)cc1 (stereo unspecified),1779,1824
CCC[C@@H]1C[C@@]1(CCC)[C@@H](NP(=O)(c1ccccc1)c1ccccc1)c1ccc(C(=O)OC)cc1,1520,1759
Cc1ccn2c(C(=O)NN=C3CCCCCCC3)c(C)nc2c1,1404,1698
O=C(O)C1(P(=O)(c2ccc(Cl)cc2)c2ccc(Cl)cc2)CC1,1423,1869
O=C(Nc1ccc(Cl)cc1C(=O)O)c1ccc2c(c1)C(=O)N(Cc1ccco1)C2=O,1755,1861
CCN(CC)S(=O)(=O)c1ccc(N2CCCC2)c(C(=O)OCC(=O)N2CCCC2)c1,1682,1856
Cc1ccn2c(NC(C)(C)C)c(-c3cccs3)nc2c1,1574,1877
CCc1cccc2c(/C=N/NC(=O)c3cccc(S(=O)(=O)Nc4ccccc4Cl)c3)c[nH]c12,1621,1653
CCOC(=O)Cc1csc(NC(=S)NC(=O)c2ccccc2Br)n1,1612,1648
CCOCCCNC(=O)c1cc(C)nn1-c1ccccc1,1594,1685
Oc1ccc(N=Cc2sc3ccccc3c2Cl)cc1,1388,1894
CCCCn1c(=N)n(CCOc2ccc(C)cc2)c2ccccc21,1544,2053
COc1ccc(NC(=O)c2ccc3ccccc3n2)cc1S(=O)(=O)Nc1ccccc1Cl,1766,1812
CCn1c(-c2sc(-c3ccccc3)nc2C)n[nH]c1=S,1688,1877
CN1CCc2nc3sc(C(=O)NCc4ccccc4)c(N)c3cc2C1,1839,2218
CC(C)N(C(=S)Nc1cc(S(=O)(=O)N2CCOCC2)ccc1Cl)c1ccccc1,1586,1892
Cc1ccc(OCC(=O)NC(=S)Nc2cccc(NC(=O)c3ccccc3)c2)cc1,1457,1738
O=C1C(C=NCc2ccco2)=C(O)c2ccccc21,1536,1705
COc1cccc(CNc2ncn[nH]2)c1OCc1ccc(F)cc1,1374,1922
CC(=O)NS(=O)(=O)c1ccc(N=c2ssc3c2-c2cc(C)c(C)cc2NC3(C)C)cc1,1501,1683
Cc1csc(NC(=O)c2cn3ccccc3n2)n1,1365,1698
CC(C)c1ccc(CC(NC(=O)c2ccccc2)C(=O)NCC(=O)O)cc1 (stereo unspecified),1516,1789
C=CCOc1ccc(CNc2ccc3[nH]c(=O)[nH]c3c2)cc1,1450,2011
C/C(=N\NC(=O)CSCc1ccc([N+](=O)[O-])cc1)c1ccccc1O,1662,1981
CC(=O)Nc1cccc(NC(=O)CSc2nc3ccccc3o2)c1,1557,1671
Cc1nn(Cc2ccccc2)c(Cl)c1/C=C/C(=O)OC(C(=O)NC(N)=O)C(C)C (stereo unspecified),1662,1683
O=Cc1cn(CCC(=O)O)nc1-c1cccc2ccccc12,1598,1834

# Filtered by structure: the entries above containing an aryl methoxy group
SMILES,SRC3 TRFRET art,SRC1 TRFRET art
COc1ccc(NC(=O)c2ccc3ccccc3n2)cc1S(=O)(=O)Nc1ccccc1Cl,1766,1812
COc1cccc(CNc2ncn[nH]2)c1OCc1ccc(F)cc1,1374,1922

# The list goes on.
SMILES,SRC3 TRFRET art,SRC1 TRFRET art
Cc1[nH]nc2c1C(c1cnn(C)c1)C(C#N)=C(N)O2 (stereo unspecified),1549,1544
CCCCc1ccc(-c2csc(/C(C#N)=C\c3ccco3)n2)cc1,1589,1608
O=C1OCC2=C1C(c1ccc(F)cc1)CC(=O)N2c1ccc(F)cc1 (stereo unspecified),1370,1593
CNCC(O)Cn1c2c(c3ccccc31)CCCC2 (stereo unspecified),1570,1824
Cc1cc(C(F)(F)F)nn1Cc1n[nH]c(=S)n1-c1ccc(F)cc1,1529,1546
Cc1c(O)ccc(NS(=O)(=O)c2ccccc2)c1C,1424,1732
Cc1ccc(Cn2c(=N)n(CC(=O)c3ccc([N+](=O)[O-])cc3)c3ccccc32)cc1,1469,1594
Fc1ccc(C2CCCN2Cc2nc(Cc3ccccc3)no2)cc1 (stereo unspecified),1397,1569
N#Cc1c(NC(=O)c2cnccn2)sc2c1CCCC2,1469,1811
O=S(=O)(Nc1nc2ccccc2nc1Nc1ccc2c(c1)OCO2)c1ccc(F)cc1,1721,1728
COc1ccccc1C1(O)CCN(CC(=O)Nc2c(C)nn(C)c2C)CC1,1486,1607
Cc1cc[n+]2cc(-c3cccc([N+](=O)[O-])c3)c(-c3cccc([N+](=O)[O-])c3)cc2c1,1535,1623
Cc1cc(C)c(C(=O)COC(=O)c2cccc(S(=O)(=O)NCc3ccccc3)c2)cc1C,1785,1703
COc1cccc(-c2nn(-c3ccccc3)cc2CN(C)Cc2ccon2)c1,1668,1915
Cc1ccccc1NC(=O)CSc1nc2ccccc2c2nc(CCn3cncc3C)nn12,1648,1875
CCCN(CCC)c1ccc(C(O)c2nnc(-c3ccccc3)o2)cc1 (stereo unspecified),1526,1881
Cc1ccc2cc(C#N)c(NCc3ccccc3)nc2c1,2317*,2504*
CC(C)C(C(=O)OCC(=O)c1ccccc1)N1C(=O)C2C3C=CC(C3)C2C1=O (stereo unspecified),1582,1675
CCOC(=O)c1ccc(NC(=S)N(CCCN2CCN(CC)CC2)Cc2cccs2)cc1,1610,2040
COc1ccc(O)c(CN2CCN(C/C=C/c3ccccc3)CC2)c1,1766,1778

# Grouped by structure: those above containing a CF3 group
SMILES,SRC3 TRFRET art,SRC1 TRFRET art
O=C(COC(=O)CNC(=O)c1ccc(Cl)cc1)Nc1ccc(Cl)cc1C(F)(F)F,1651,1795
Cc1cc(C(F)(F)F)nn1Cc1n[nH]c(=S)n1-c1ccc(F)cc1,1529,1546

# Next part.
SMILES,SRC3 TRFRET art,SRC1 TRFRET art
CCCNC(=O)COc1ncnc2sccc12,1532,1836
O=C1CCCC(=O)N1c1ccc(N2CCOCC2)c([N+](=O)[O-])c1,1645,1827
COc1cccc(CC(=O)Nc2nc(-c3cccnc3)cs2)c1,1546,1530
CCN(CC(=O)Nc1cccc(C#N)c1)CC(=O)Nc1cccc(OC)c1,1637,1631
Cc1ccc(C(=O)NCC(=O)Nc2cccc(S(=O)(=O)NC3=NCCCCC3)c2)cc1C,1482,1965
COc1cccc(C=Nc2ccc3c(c2)OCCO3)c1O,1591,1931
COc1ccc(NC(=S)N2CCN(CCN3C(=O)c4cccc5cccc(c45)C3=O)CC2)cc1,1633,1669
CCCCN(CC)CCCNC(=O)CN1C(=O)CSc2ccc(S(=O)(=O)N3CCOCC3)cc21,1500,1655
COC(=O)C1SCC2C(=O)N(Cc3cccc(C)c3)CC(=O)N21 (stereo unspecified),1488,1724
O=C(NCc1ccccc1)C(=O)Nc1nc(C23CC4CC(CC(C4)C2)C3)cs1,1829,2069
O=C1CC(c2cc([N+](=O)[O-])ccc2Cl)c2c(ccc3ccccc23)N1 (stereo unspecified),1581,1911
CC/C(=N/NS(=O)(=O)c1ccc(Cl)cc1)c1ccc(O)cc1,1622,1622
O=C(CSc1nc(-c2ccccc2)nc2ccc(F)cc12)Nc1ccc(C(=O)O)cc1,1356,1807
CCOC(=O)CNc1ccc(C(=O)OCC)cc1[N+](=O)[O-],1426,1478
O=[N+]([O-])c1c(NCCCO)cc(N2CCN(Cc3ccc4c(c3)OCO4)CC2)c2nonc12,1567,1759
O=C(/C=C/c1ccccc1)C1=C(O)C(=O)N(CCO)C1c1ccccc1[N+](=O)[O-] (stereo unspecified),1408,1708
CCCCCCC1CC(CC(=O)Nc2ccc([N+](=O)[O-])cc2)C(=O)O1 (stereo unspecified),1679,1729
O=C(CC1(O)C(=O)Nc2ccccc21)c1cccc(Br)c1 (stereo unspecified),1629,1676
O=C(Nc1ccccc1)Nc1cccc(-c2cn3cccnc3n2)c1,1548,1843
Cc1ccc(-c2c(C#N)c(N)nc3c2CCCCC3)o1,1562,1616
Cc1ccn2c(NC3CCCC3)c(-c3cccs3)nc2c1,1931,1986
O=C(N[C@@H](Cc1ccccc1)C(=O)OCc1ccccc1)c1nc[nH]c1C(=O)NC(c1ccccc1)c1ccccc1,1600,1813
CSc1nc2[nH]c3c(c2c2nncn12)CC(C)(C)OC3,1591,1742
COc1cccc(C(CC(=O)NCc2ccco2)NS(=O)(=O)c2ccc(C)cc2)c1OC (stereo unspecified),1803,1842
CCn1c2ccccc2c2cc(NC(=O)COc3ccccc3)ccc21,1622,1897
N=c1oc2ccccc2cc1-c1nc(-c2ccccc2)cs1,1746,1928
CC(NC(=O)COc1ncnc2cc([N+](=O)[O-])ccc12)c1ccccc1 (stereo unspecified),1804,1882
COc1ccc([N+](=O)[O-])cc1-n1cnnn1,1654,1775
C(/CCc1ccccc1)=N\Nc1nc2ccccc2[nH]1,1397,1871
Cc1cc(C)c(NC(=O)C2CCCN2CCOC(=O)c2ccccc2)c(C)c1 (stereo unspecified),1444,1758

# Nothing new here: entries from further up.
SMILES,SRC3 TRFRET art,SRC1 TRFRET art
COc1cccc(C(CC(=O)NCc2ccco2)NS(=O)(=O)c2ccc(C)cc2)c1OC (stereo unspecified),1803,1842
CCn1c2ccccc2c2cc(NC(=O)COc3ccccc3)ccc21,1622,1897
N=c1oc2ccccc2cc1-c1nc(-c2ccccc2)cs1,1746,1928
CC(NC(=O)COc1ncnc2cc([N+](=O)[O-])ccc12)c1ccccc1 (stereo unspecified),1804,1882
COc1ccc([N+](=O)[O-])cc1-n1cnnn1,1654,1775
C(/CCc1ccccc1)=N\Nc1nc2ccccc2[nH]1,1397,1871
Cc1cc(C)c(NC(=O)C2CCCN2CCOC(=O)c2ccccc2)c(C)c1 (stereo unspecified),1444,1758

# Additional entries follow.
SMILES,SRC3 TRFRET art,SRC1 TRFRET art
CCCCCC(=O)NNC1=NCC(Cc2cccc(Cl)c2)S1 (stereo unspecified),1425,1765
CCOc1ccccc1C(=O)NC(C(=O)NCc1ccccc1OC)C(C)C (stereo unspecified),1590,1764
Clc1ccc(-c2nc3ccccc3nc2-c2ccccc2)cc1,1477,1769
Cc1cc(N2CCOCC2)nc2ccc(NC(=S)NCc3ccc4c(c3)OCO4)cc12,1481,2059
CCN(CC(=O)NC1CCS(=O)(=O)C1)S(=O)(=O)c1ccc(F)cc1 (stereo unspecified),1630,2020
COc1ccc(-n2cnnc2SCC(=O)c2ccc(S(=O)(=O)N3CCOCC3)cc2)cc1,1745,1885
COc1cc(CNc2ncn[nH]2)ccc1OCc1cccc(C)c1,1730,2050
O=C1C=C(N2CCN(C3=CC(=O)CCC3)CC2)CCC1,1795,2009
COc1ccc(CCN2C(=O)CC(Cc3ccc(Br)cc3)C2=O)cc1OC (stereo unspecified),1712,1847
CCCOc1ccc(N2C(=O)CC(N(CCc3ccccc3)C(=O)c3ccccc3)C2=O)cc1 (stereo unspecified),1511,1711
CC(C)(O)CC[C@@H](O)[C@](C)(O)[C@H]1CC[C@@]2(O)C3=CC(=O)[C@@H]4C[C@@H](O)[C@@H](O)C[C@]4(C)C3CC[C@]12C (stereo partly specified),1636,1555
CC(C)c1ccc(OCC(=O)NCCO)cc1,1655,1839
Cc1ccccc1C(=O)N(Cc1nc2ccccc2c(=O)[nH]1)C1CCCC1,1569,1901
COc1ccccc1N1CCN(Cc2nc3ccccc3c(=O)n2CC(C)=O)CC1,1699,2009
CCc1ccc(S(=O)(=O)/N=C2\C=CC(=O)c3ccccc32)cc1,1513,1960
COc1cc(/C=N/N=C(\N)c2nonc2N)cc(OC)c1OC,1456,1954
COc1ccc(C(C(=O)NC(C)(C)C)N(C(=O)CNC(=O)c2cccs2)c2ccc(NC(C)=O)cc2)cc1OC (stereo unspecified),1503,1611
COc1cccc(N(Cc2nnc3n2CCCCC3)C(=O)Nc2ccccc2F)c1,1682,1702
Cc1ccnc(NC(=O)COc2c(C)cc(C)cc2[N+](=O)[O-])c1,1688,1779
CC(=O)Nc1ccc(-n2c(C)c(C(C)=O)c(C(C)=O)c2C)cc1,1578,1838
O=S(=O)(c1ccc(F)c(F)c1F)N1CCN(C(=S)NC2CC3CCC2C3)CC1 (stereo unspecified),1493,1886
COc1ccc(C2Nc3ccccc3C(=O)N2c2ccc(F)cc2)cc1CSc1ccccn1 (stereo unspecified),1568,1791
CC(=O)OCC1(C)CN(c2ccccc2)N(C(C)=O)C1=O (stereo unspecified),1824,1900
CCCCOc1cccc(C(=O)NC(=S)Nc2ccc(Cl)c(C(=O)O)c2)c1,1490,1826
O=C/C(=C\Nc1ccc(C(=O)N2CCOCC2)cc1)c1nc2ccccc2o1,1399,1891
